KCNH2 3.1 block – qHTS for Inhibitors of KCHN2 3.1: Mutant qHTS. Potassium voltage-gated channel subfamily H member 2, brain isoform KCNH2 3.1 (human). U2OS KCNH2 3.1, thallium flux FluxOr; hits give low values. activity change, % (tested at about 1.8 µM). 340,000 compounds, 0.95% hits. AID 720553, 2013;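 active = maximum activity change below -70%; inconclusive = maximum activity change from -70% to -50%; inactive = maximum activity change above -50%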;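 also: thallium influx rate constant from kinetic fluorescence after stimulation buffer; % is scaled to controls: 0 for no effect and ±100 for the full control effect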
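We transduce U2OS cells with the mutant 3.1 virus, culture them overnight, load FluxOr with Red40 quencher for 45 min, then add stimulation buffer and read kinetically for 2 min to derive a normalized rate constant.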
CXXC DNA block – qHTS Fluorescence Polarization Assay for Inhibitors of MLL CXXC domain - DNA interaction | Histone-lysine N-methyltransferase 2A (Homo sapiens), Q03164 | MLL-CXXC / FITC-HOXA9 DNA fluorescence polarization | Potency, µM (top dose mostly 115 µM), for inactives: at the top dose activity change, negative = inhibition, hits mostly inhibitors | 290,000 compounds, 0.037% hits; active = well fitted inhibition curve with a large enough effect in the polarisation, with a control signal flat, not every such curve was filed as active; inconclusive = small, poorly fitted or top-dose-only effect, or effect the other way, or a change in a side signal; inactive = no such curve, though single readings can be large or run the other way; the % refers to the polarisation; also: potency is read from the fitted curve at half-maximal effect
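Steps: dispense CXXC domain solution (7 uM) → pin compounds or unlabeled HOX-A9 DNA control → 5 min ambient → add FLSN-HOX-A9 solution (50 nM) → spin → 30 min ambient → fluorescence polarization. Tris pH 7.5/NaCl/DTT/BSA buffer.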
Coupling enz – qHTS Assay for Inhibitors of Fructose-1,6-bisphosphate Aldolase from Giardia Lamblia: Coupling assay counterscreen. activity change, negative = inhibition, % at 58.2 µM, hits read low. 290,000 compounds, 0.67% hits. AID 2472, 2010. coupling enzyme system counterscreen, AmpLite Red fluorescence; in the data active = activity change below about -30%; also: % is scaled to controls: 0 for no effect and ±100 for the full control effect
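Counterscreen of the coupled detection system alone, without aldolase: glyceraldehyde-3-phosphate coupling enzymes plus AmpLite Red readout. Compounds at 57.5 uM final, 10 min RT preincubation, 20 min RT reaction, fluorescence 525/598 nm.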
GALK inh – qHTS Assay for Inhibitors of Human Galactokinase (GALK). P51570. Purified GALK, Kinase-Glo residual ATP luminescence. Potency, µM (titrated, usually from 57.5 µM), for the others: top-dose activity change, negative = inhibition, hits mostly inhibitors. 270,000 compounds, 0.007% hits. AID 1868, 2009; also: potency is read from the fitted curve at half-maximal effect; % is scaled to controls: 0 for no effect and ±100 for the full control effect
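GALK at 5 nM final was combined with compound, 35 uM ATP and 100 uM galactose in HEPES pH8.0 with MgCl2 and DTT. The reaction ran one hour at room temperature before luminescent ATP detection.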
Menin-MLL TR inh – qHTS Assay for Inhibitors Targeting the Menin-MLL Interaction in MLL Related Leukemias: Competition With Texas Red Labeled MLL-derived Mutant Peptide | 270,000 compounds, 0.23% hits | Menin + Texas Red MLL mutant peptide, fluorescence polarization | O00255 | Potency, µM (titrated, usually from 61.6 µM), for inactives: top-dose FP activity change, negative = inhibition, most hits filed as inhibitors; active = well fitted inhibition curve with a large enough effect in the polarisation, with a control signal flat, not every such curve was filed as active; inconclusive = small, poorly fitted or top-dose-only effect, or effect the other way, or a change in a side signal; inactive = no such curve, though single readings can be large or run the other way; the % refers to the polarisation; also: potency is read from the fitted curve at half-maximal effect; % of control where 0% means no effect; many of its hits are not listed in these tables
Target sequence (O00255 whole entry, looked up): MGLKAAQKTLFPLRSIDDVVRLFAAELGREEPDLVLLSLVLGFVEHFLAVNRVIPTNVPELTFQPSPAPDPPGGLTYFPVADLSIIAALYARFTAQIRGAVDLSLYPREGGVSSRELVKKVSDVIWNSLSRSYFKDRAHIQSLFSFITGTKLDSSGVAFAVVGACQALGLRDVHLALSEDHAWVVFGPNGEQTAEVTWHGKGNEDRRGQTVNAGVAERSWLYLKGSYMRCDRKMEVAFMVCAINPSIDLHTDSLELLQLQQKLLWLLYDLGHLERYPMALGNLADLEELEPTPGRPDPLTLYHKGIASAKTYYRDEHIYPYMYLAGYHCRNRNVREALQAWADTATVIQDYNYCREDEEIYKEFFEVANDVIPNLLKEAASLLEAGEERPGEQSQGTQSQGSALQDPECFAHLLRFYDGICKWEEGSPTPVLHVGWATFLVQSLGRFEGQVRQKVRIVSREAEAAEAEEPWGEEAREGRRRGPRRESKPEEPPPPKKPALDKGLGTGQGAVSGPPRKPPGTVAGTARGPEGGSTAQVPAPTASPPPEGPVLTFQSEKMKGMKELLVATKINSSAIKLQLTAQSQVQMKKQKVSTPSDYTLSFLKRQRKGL
B2AR arrestin – qHTS assay of beta-arrestin-biased ligands of beta2-adrenergic receptor; Beta-2 adrenergic receptor (Homo sapiens), P07550; beta-arrestin recruitment to beta2AR, cell-based reporter; Potency, µM (top dose mostly 46.1 µM), inactives show top-dose activation, most hits filed as activators; 330,000 compounds, 0.02% hits; AID 492947, 2010;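 also: potency is read from the fitted curve at half-maximal effect; 0% = DMSO controls and full agonism = EC100 isoproterenol or metaproterenol; nearly all actives have a fitted effect of over 65% in size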
Target sequence (P07550 whole entry, looked up): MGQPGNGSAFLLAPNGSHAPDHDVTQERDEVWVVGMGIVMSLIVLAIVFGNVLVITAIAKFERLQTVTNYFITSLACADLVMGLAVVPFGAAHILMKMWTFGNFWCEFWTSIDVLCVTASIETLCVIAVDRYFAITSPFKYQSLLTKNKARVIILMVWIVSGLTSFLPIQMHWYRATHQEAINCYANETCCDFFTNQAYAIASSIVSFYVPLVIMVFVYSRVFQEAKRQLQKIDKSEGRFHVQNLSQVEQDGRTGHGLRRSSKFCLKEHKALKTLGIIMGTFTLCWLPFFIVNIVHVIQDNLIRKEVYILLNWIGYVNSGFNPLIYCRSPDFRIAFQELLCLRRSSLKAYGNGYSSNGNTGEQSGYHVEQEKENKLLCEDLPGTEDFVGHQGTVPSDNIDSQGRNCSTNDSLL
PKM2 act – qHTS Assay for Activators of Human Muscle isoform 2 Pyruvate Kinase; Pyruvate kinase PKM (Homo sapiens), P14618; 260,000 compounds, 0.34% hits; Potency, µM (titrated, usually from 57.5 µM), inactives show at the top dose activation, hits mostly activators; purified PKM2, Kinase-Glo ATP luminescence, activation; response scale: 0% is enzyme alone, no compound; also: potency is read from the fitted curve at half-maximal effect; % is scaled to controls: 0 for no effect and ±100 for the full control effect; nearly all actives have a fitted effect of over 55% in size
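Purified hPK-M2 (>95% pure) converted ADP (0.1 mM final) to ATP with 0.5 mM PEP in 50 mM imidazole pH7.2, KCl, MgCl2, Tween 20, BSA; 1 h at room temperature. ATP detected by Kinase-Glo luminescence.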
TRPV1 ag – HTS Assay for Compounds that Act as Agonists of the Vanilloid Receptor 1; AID 540275, 2011; TRPV1-expressing cells, Fluo-8 calcium influx, agonist mode; activation, % at 8.33 µM; 320,000 compounds, 0.19% hits; in the data active = activation above about 80%; inconclusive = between about 30% and that limit; also: 0% is about no effect
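TRPV1-expressing cells were cultured overnight at 35.5C and loaded with Fluo-8 calcium dye for 40 to 90 min at room temperature. After a 10 s baseline, compound was added and calcium influx was read kinetically for 3 min (ex 480/em 520 nm).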
Giardia killer – Small Molecules that selectively kill Giardia lamblia: qHTS. Giardia lamblia trophozoite viability. activity change, % at 7.66 µM, hits read low. 340,000 compounds, 0.15% hits. AID 540267, 2011; in the data active = activity change below about -80%; inconclusive = between about -30% and that limit;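 also: parasites exposed to compound for two days anaerobically before the ATP read; % is scaled to controls: 0 for no effect and ±100 for the full control effect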
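Compounds were tested on trophozoites seeded at 100 cells/well and held 48 hrs at 37 deg C anaerobically. An ATP-based luminescent kit measured the remaining live cells.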
KCNH2 WT inh – qHTS for Inhibitors of KCHN2 3.1: Wildtype qHTS. Voltage-gated inwardly rectifying potassium channel KCNH2 (Homo sapiens), Q12809. U2OS, BacMam KCNH2, thallium flux FluxOr; hits give low values. activity change, % at 1.84 µM. 340,000 compounds, 0.37% hits;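 active = maximum activity change below -70%; inconclusive = maximum activity change between -70% and -50%; inactive = maximum activity change above -50%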; also: % is scaled to controls: 0 for no effect and ±100 for the full control effect
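U2OS cells were transduced with wild-type KCNH2 virus (2.03 x 10^8 / mL) for 4 h at room temperature, then cultured overnight at 37 C. Thallium flux was read with FluxOr dye. Rate constants were normalized to DMSO controls.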
USP2a block – qHTS Assay for Inhibitors of Ubiquitin-specific Protease USP2a Using CHOP2 as the Reporter | Ubiquitin carboxyl-terminal hydrolase 2 (Homo sapiens), O75604 | USP2 core, Ub-CHOP2 coupled fluorogenic reporter, 485/531 | Potency, µM (highest dose often 38.3 µM), for the others: top-dose activity change, negative = inhibition, usual class: inhibitors | 330,000 compounds, 0.01% hits;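 also: potency is read from the fitted curve at half-maximal effect; plate controls were DMSO wells for no effect and full inhibition by NEM control for full effect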
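Cell-free coupled assay: 10nM USP2 core preincubated 30min RT with compound in Tris-HCl pH 8.0/CaCl2/CHAPS buffer, then 25nM Ub-CHOP2 and 25nM reporter substrate; fluorescence (Ex 485/Em 531) read after 60min RT, normalized to NEM inhibition, concentration-response curves fitted.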
* = called active by the depositor; ? = inconclusive; / = not tested or not shown; & = joins results of further samples; [ ] = dose if it differs, or a comment. Unless noted, calls follow the shape of the dose curve; as a rule, active = well fitted curve in the direction sought with a large enough effect; inconclusive = small, poorly fitted or top-dose-only effect, or another doubt; inactive = no such curve, though single readings can be large; an effect the other way counts as inactive or inconclusive. This is a subset. The share of hits here may be higher or lower than overall.

molecule	KCNH2 3.1 block	Coupling enz	CXXC DNA block	Menin-MLL TR inh	USP2a block	KCNH2 WT inh	B2AR arrestin	TRPV1 ag	GALK inh	PKM2 act	Giardia killer
CC1Cc2cc(/C(O)=C3/C(=O)C(=O)N(CCCN4CCOCC4)C3c3ccc(C(C)C)cc3)ccc2O1 (stereo not given)	6	/	35%[activator]	/	1%	-5	-0.1%	2	3%	/	-28
Cc1ccc2cccc(OCC(=O)Nc3cccc(S(=O)(=O)N4CCCC4)c3)c2n1	-4	/	/	/	-4%	-1	0.2%	6	/	/	11
CCOC(=O)C1(Cc2cccc(OC)c2)CCN(Cc2cccc3c2OCO3)CC1	-17	-4	-7%	-10%	2%	13	-0.2%	7	1%	-4%	-2
COCCCn1c2nc3ccccc3nc2c2c(=O)n(-c3ccccc3OC)c(C)nc21	/	0	1%	-11%	-2%	/	0.0%	0	-3%	3%	/
COc1ccc(N2C(=O)[C@@H]3C(c4cccnc4)=NO[C@@H]3C2=O)cc1	19	-3	-11%	/	-2%	-7	-0.1%	1	0%	2%	-3
Cc1nc2c(c(-c3ccccc3)c1C#N)C(=O)c1ccccc1-2	17	2	0%	3%	1%	-5	-0.1%	2	0%	3%	5
COc1cc(C(=O)NCCc2ncccc2C)ccc1OC1CCN(C(C)=O)CC1	7	/	13%	/	2%	1	-0.2%	-2	0%	/	3
COc1cccc(CN(C)C(=O)c2ccccc2SCC(=O)N2CCCC2)c1	4	/	/	/	2%	2	-0.3%	0	/	/	-8
COc1ccc(-n2c(Cn3nc(C(F)(F)F)cc3C)n[nH]c2=S)cc1	6	1	-2%	-2%	4%	-5	-0.7%	-1	4%	-21%	16
CC(C)=C1C2CCC1C1C(=O)N(c3nccs3)C(=O)C21 (stereo not given)	6	1	-3%	-1%	-1%	0	-0.5%	1	-3%	-1%	1
CC(C)OC(=O)CSc1nnc(-c2cnccn2)n1-c1ccccc1	4	9	-4%	-5%	-4%	-11	-0.4%	0	-1%	-3%	10
CC(Oc1cccnc1[N+](=O)[O-])C(=O)Nc1ccc(F)cc1 (stereo not given)	-26	/	/	/	1%	-8	-0.1%	-3	/	/	?

(listing goes on)
molecule	KCNH2 3.1 block	Coupling enz	CXXC DNA block	Menin-MLL TR inh	USP2a block	KCNH2 WT inh	B2AR arrestin	TRPV1 ag	GALK inh	PKM2 act	Giardia killer
O=C(Nc1ccc(Cl)cc1)Nc1ccc(Oc2cccnc2)nc1	10	-2	42%[activator]	/	2%	5	-0.3%	4	0%	8%	-13
C=CCn1c(SCC(=O)c2ccc(OC)cc2)nnc1-c1ccc2c(c1)OCO2	1	1	14%	-16%	1%	5	-0.8%	9	/	-1%	14
O=C(Nc1cccc(C(=O)O)c1)/C(=C\c1ccc2c(c1)OCO2)NC(=O)c1ccco1	2	7	-5%	7%	0%	-4	-0.3%	4	2%	?	-3
CN(C)CCCOC(=O)Cc1ccc(Cl)cc1	13	0	3%	1%	-1%	2	2.2%	-1	0%	-12%	2
COc1ccc(S(=O)(=O)N2CCN(C(=O)c3cc(C)on3)CC2)cc1	-22	/	/	/	-1%	6	-0.1%	-2	/	/	9
CC1CC(C)CN(S(=O)(=O)c2ccc3c(c2)CC(C)N3C(=O)C2CCC2)C1 (stereo not given)	-3	-3	7%	-1%	-6%	14	0.5%	25	-4%	/	-7
O=C(NNc1ccccc1[N+](=O)[O-])Nc1ccc(F)cc1F	12	1	-2%	0%	0%	14	-0.1%	1	4%	/	-6
COc1ccccc1N(CC(=O)NC1CCCC1)C(=O)CNC(=O)c1cccs1	10	-3	-3%	14%	1%	5	0.7%	-3	-3%	/	-23
N=c1n(Cc2ccccc2)c2ccccc2n1Cc1ccccc1	-50	2	5%	-2%	1%	3	?	-3	/	10%	14
Cc1ccc(-n2nnnc2SC(C)C(N)=O)c(C)c1 (stereo not given)	-76*	2	-4%	-2%	-1%	-3	0.4%	0	3%	2%	-6
Cc1ccc(S(=O)(=O)N(C)c2ccc(OCc3cccc(C)c3)cc2)cc1	-8	/	-3%	/	-2%	1	-0.2%	-2	-5%	1%	19
Cn1c2ccccc2c(=O)c2c(=O)n(-c3ccccc3)c(C3CCCCC3)nc21	-4	4	-9%	-17%	0%	-4	?	-5	2%	-24%	-1

More structures
molecule	KCNH2 3.1 block	Coupling enz	CXXC DNA block	Menin-MLL TR inh	USP2a block	KCNH2 WT inh	B2AR arrestin	TRPV1 ag	GALK inh	PKM2 act	Giardia killer
Cc1ccc(SC[C@H](c2ccccc2)N2CCN(CCc3ccccc3)CCC2=O)cc1	-114*	3	11%	/	1%	-142*	-0.1%	-2	-2%	-10%	7
CC(C)Cn1c(SCC(=O)N2CCc3ccccc3C2)nc2cc(Cl)ccc2c1=O	12	1	9%	-12%	0%	-8	-0.5%	28	0%	-2%	5
COc1cc2cc(C(c3nnnn3C(C)(C)C)N3CCC(C)CC3)c(=O)[nH]c2cc1OC (stereo not given)	/	2	-5%	10%	4%	0	-0.1%	0	-1%	8%	-9
C/C(=N\NC(=O)c1ccccc1)c1cccc(Br)c1	5	1	-1%	-6%	2%	-5	0.4%	11	6%	2%	-23
CCOCCCn1c(=S)[nH]c2cc(C(=O)NC3CCCC(C)C3C)ccc2c1=O (stereo not given)	12	-2	9%	17%	3%	1	-0.7%	0	0%	/	-18
O=C(Nc1cc(C(F)(F)F)ccc1N1CCOCC1)c1ccco1	-22	3	-2%	8%	0%	0	-0.5%	18	1%	-3%	-3
Nc1c(C(=O)NCC2CCCO2)sc2nc3c(c(-c4ccco4)c12)CC/C3=C\c1ccco1 (stereo not given)	6	-16	0%	?	?	4	-0.8%	-5	3%	22%	2
COc1cc(C2=NOC(C(=O)Nc3ccc(C(C)=O)cc3)C2)cc(OC)c1OC (stereo not given)	-5	2	14%	-2%	0%	10	0.0%	3	0%	1%	4
Nc1nc(N)c2sc3nc4c(cc3c2n1)CCC4	5	0	3%	20%	-2%	-5	-0.2%	0	-2%	-2%	-26
Fc1ccc(C(c2nnnn2C2CCCC2)N2CCc3ccccc32)cc1 (stereo not given)	-24	1	0%	-17%	1%	-3	0.3%	8	3%	-5%	-10
CCOC(=O)C1=C(C)NC(SCC(=O)OC)=C(C#N)C1c1ccc(C(=O)OC)cc1 (stereo not given)	-25&3	0	3%	-1%	0%	3&4	-0.7%	0	11%	1%	-11&8
Cc1ccc2cc(NC(=O)c3ccccc3C)ccc2n1	2	-2	-3%	9%	6%	22	0.0%	-6	4%	/	-11

Following part:
molecule	KCNH2 3.1 block	Coupling enz	CXXC DNA block	Menin-MLL TR inh	USP2a block	KCNH2 WT inh	B2AR arrestin	TRPV1 ag	GALK inh	PKM2 act	Giardia killer
CCOC(=O)/C(C#N)=c1/s/c(=C2\C=Cc3ccccc3N2CC)c(=O)n1CC	0	-3	8%	-16%	-2%	53	-0.2%	0	-1%	-7%	14
COc1ccccc1C(=O)N1C(CC(=O)Nc2ccccc2C)C(=O)NC2CCCCC21 (stereo not given)	-3	-1	-8%	-1%	2%	-5	-0.3%	1	-3%	/	0
CCOC(=O)C1=CC[C@@H](c2cccc(C)c2)N(S(=O)(=O)c2ccc(C)cc2)[C@H]1C(=O)OCC	-2	/	/	/	3%	-6	0.5%	?	/	/	6
Cc1ccc(NC(=O)CN(C)S(=O)(=O)c2cccs2)cc1F	3	-1	0%	?	2%	6	-0.6%	27	0%	-3%	22
Cc1ccc(S(=O)(=O)N(C)C)cc1NC(=O)CN1CCN(Cc2ccccc2)CC1	9	-1	1%	-9%	0%	11	0.0%	2	5%	1%	-9

Source: PubChem (National Center for Advancing Translational Sciences (NCATS))
